TWEAK-Fn14 inh = blocks TWEAK-Fn14 interaction in a reporter cell assay. TWEAK-stimulated Fn14 reporter cells, luciferase luminescence, 8 h. 360,000 tested, 2% active. inhibition, % at 10 µM; in the data active = inhibition above about 50%
NR2E3 ag-1 = activates human photoreceptor nuclear receptor NR2E3. Q9Y5X4. GST-NR2E3/biotin-RetCOR TR-FRET, 1536-well. inhibition of corepressor binding, % at 4.78 µM. 320,000 tested, 0.12% active. AID 2300;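 active = percent inhibition above the cutoff of mean plus 3 SD of all tested compounds, set per screening campaign, cut at about 20% in these data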;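 note: 0% = DMSO wells and 100% = biotin wells as full block of FRET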
Target sequence (Q9Y5X4 whole entry, looked up): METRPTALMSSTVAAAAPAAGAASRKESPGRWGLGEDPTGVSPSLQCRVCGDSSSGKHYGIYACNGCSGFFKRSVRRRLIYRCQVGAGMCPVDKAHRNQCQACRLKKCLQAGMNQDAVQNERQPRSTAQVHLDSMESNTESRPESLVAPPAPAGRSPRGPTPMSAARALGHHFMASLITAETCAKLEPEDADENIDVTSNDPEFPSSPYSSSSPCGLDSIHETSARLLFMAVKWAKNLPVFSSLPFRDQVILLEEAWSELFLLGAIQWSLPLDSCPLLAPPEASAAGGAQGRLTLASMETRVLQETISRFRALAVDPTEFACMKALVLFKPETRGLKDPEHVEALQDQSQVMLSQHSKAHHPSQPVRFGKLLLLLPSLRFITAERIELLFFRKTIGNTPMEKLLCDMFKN
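System: GST-tagged NR2E3 plus biotinylated RetCOR corepressor; Buffer or medium: pH 7.5 Tris-based buffer; Probe or stimulus: RetCOR corepressor, biotinylated, 7 nM; Doses: compound at 4.8 µM, single dose; Schedule: 5 h incubation at 4 °C; Technique: time-resolved FRET; Evaluation: percent inhibition of TR-FRET ratio; Replication: one well per compound, singlicate testing.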
KKLEB tox = reduces viability of KKLEB cystic fibrosis airway cells; KKLEB CF airway cells viability, ATPlite luminescence, overnight; active compounds read low; cells stimulated with P. aeruginosa culture filtrate; activity change (cytotoxicity), % at 5 µM; 360,000 tested, 0.36% active; AID 602141;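 active = corrected activity change at or below -50% at 5 µM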
TROY signal inh = TROY signaling inhibition; Q293 LMP1-TROYcd NF-kB luciferase reporter, 4 h; inhibition, % at 10 µM; 360,000 tested, 0.98% active;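 active = compounds whose plate-normalised and pattern-corrected inhibition of the luciferase reporter signal at the single screening dose is 50% or more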
Shn3 inh set2 = inhibitors of Schnurri-3 3'UTR reporter in osteoblasts; Clone20 osteoblast Shn3 3'UTR firefly luciferase, 24 h; AID 588674; inhibition, % at 12.5 µM; 360,000 tested, 0.52% active;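 active = mean inhibition of at least 75% with every replicate also reaching 75%; inconclusive = mean inhibition at least 75% but some replicate below; inactive = mean inhibition below 75%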;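 note: 0% = median of neutral control wells and 100% = pilot-screen positive control compound; some compounds past the cut are filed as inactive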
HIF-2a block = inhibitors of HIF-2a; 786-0 RCC cells HIF-2a reporter, luciferase luminescence, overnight; inhibition, % at 18.8 µM; 360,000 tested, 0.72% active;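 active = inhibition of the luminescence signal of 40% or more relative to plate controls, in a single-dose primary screen at 18.75 µM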
MITF TRPM1 inh = MITF TRPM1 promoter inhibition in SK-MEL-5 cells. SK-MEL-5 TRPM1 promoter luciferase, 24 h. inhibition, % at 12.5 µM. 330,000 tested, 0.83% active. AID 488899;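 active = mean inhibition across replicates of 60% or more, whatever share of single replicates reaches that level; inconclusive = some that reach 60%, reason not given; inactive = mean inhibition across replicates below 60%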; note: values of inactives mirror those of a sister screen read the other way
CF NFkB block = blocks PAF-induced NF-kB reporter in cystic fibrosis cells | KKLEB NF-kB-GFP reporter, GFP fluorescence overnight | inhibition, % at 5 µM | 360,000 tested, 0.86% active;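 active = at least 50% inhibition at 5 µM, scaled per plate between neutral and stimulator controls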;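 note: PAF is a Pseudomonas aeruginosa culture filtrate used as stimulus; plate controls were PAF-stimulated DMSO wells for no effect and unstimulated DMSO wells for full effect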
NR2E3 ag-2 = agonists of human NR2E3 nuclear receptor; CHO-S Gal4-NCOR/VP16-NR2E3 two-hybrid, luciferase; inhibition of corepressor binding, % at 3.98 µM; Q9Y5X4; AID 602229; 360,000 tested, 0.35% active;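 active = inhibition above the mean of all tested compounds plus 3 SD, cut at about 70% in these data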;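 note: 0% = DMSO with NR2E3 transfected cells and 100% = cells lacking NR2E3 construct; higher means lower luciferase signal from less NR2E3 corepressor binding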
TRAIL sens C8 = sensitizes caspase-8 expressing cells to TRAIL; inhibition (viability loss, TRAIL sensitization), % at 10 µM; NB7+C8 cells + TRAIL, ATPlite viability luminescence; AID 624354; 360,000 tested, 1% active;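 active = compounds causing at least 50% loss of cell viability in the single-dose screen, relative to plate controls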
Peg3 promoter = Peg3 promoter activity inhibition. HeLa PEG-Prom luciferase reporter, luminescence, overnight. inhibition, % at 20 µM. 360,000 tested, 1.7% active. AID 588405;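 active = inhibition of at least 50% at 20 µM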
Starred values were filed as active, the others as inactive; ? = inconclusive; . = no result given; & = joins results of further samples. Not all compounds are listed. The share of hits here may be higher or lower than overall.

structure	TWEAK-Fn14 inh	NR2E3 ag-1	KKLEB tox	TROY signal inh	Shn3 inh set2	HIF-2a block	MITF TRPM1 inh	CF NFkB block	NR2E3 ag-2	TRAIL sens C8	Peg3 promoter
CCC(C)(C)n1nnnc1C(c1cccs1)N1CCc2ccccc21 (stereo not drawn)	3	0	16	5	29	-1	6	4	-19	5	23
O=C(N/N=C/c1ccc([N+](=O)[O-])s1)c1ccccc1	-12	1	40	-25	32	51*	105*	-35	-1	34	1
CCCCCCCCCCCCCCCC[N+](C)(C)CC	41	4	19	33	93*	59*	39	83*	4	92*	102*
CCOC(=O)C1=CCC(c2ccc(Cl)cc2)N(S(=O)(=O)c2ccc(C)cc2)C1 (stereo not drawn)	2	.	-7	10	9	-1	.	21	6	-10	16
C/C(=N\NC(=O)c1ccncc1)c1cc2ccccc2oc1=O	11	5	-8	-5	-16	7	3	-9	11	-5	-4
Cc1cc(Cl)ccc1N(CC(=O)N(C)Cc1ccccc1)S(C)(=O)=O	-11	.	-10	12	-22	21	.	8	-14	-7	-1
O=C(NCCCN1CCCC1=O)c1ccc(Cl)c(NS(=O)(=O)c2ccc(F)cc2)c1	-17	1	-7	11	-18	7	0	-4	29	-8	21
S=c1[nH]nc(-c2cccc(Cl)c2)n1CCN1CCCCC1	-3	1	-1	4	-4	9	6	3	-3	-7	-11
CCOC(=O)N/N=C(\C)c1ccccc1OC(F)F	-3	0	-2	4	-15	15	5	-15	-14	-1	4
CC(=O)NC(NC(=S)Nc1ccccc1Br)C(Cl)(Cl)Cl (stereo not drawn)	11	1	5	-12	5	15	10	0	-12	-11	4
COc1ccc(CN2CCNC(=O)C2CC(=O)N(C)Cc2ccno2)c(F)c1 (stereo not drawn)	9	1	7	19	2	12	0	15	-15	-9	5
COc1ccc(CN2C(=O)C(CC(C)C)Nc3ncnc(N4CCOCC4)c32)cc1 (stereo not drawn)	5	-9	9	10	-20	-6	7	3	-55	-11	-1
COc1ccc(CN2C(=O)c3ccc(C(=O)O)cc3C2=O)cc1	14	-3	-6	2	-12	12	4	-6	10	6	-7
CCOC(=O)[C@@H]1[C@H]2COc3ccccc3[C@@H]2N2C(=O)N(c3ccc(C)cc3)C(=O)[C@@]12C	16	.	15	1	-16	15	5	-9	-10	-6	-1
CCOc1ccc(C(=O)NCC(=O)N2CC=C(c3ccccc3)CC2)cc1OCC	4	0	-6	-2	-33	10	11	-10	1	-14	-3
COc1cc(NC(=O)c2cc(-c3cccc(O)c3)on2)cc(OC)c1OC	20	1	-12	13	3	-30	.	19	-30	35	17
COc1ccc(CCC(=O)Nc2cc([N+](=O)[O-])ccc2OC)cc1	4	-1	-6	-10	-14	-1	4	3	9	0	6
O=C(Nc1nc2ccccc2s1)c1cnccn1	56*	1	12	12	-9	-138	5	-26	-101	34	-99
CC(=O)c1c(C(C)=O)c(C)n(-c2cccc3cccnc23)c1C	13	3	-9	7	5	12	-3	6	2	0	6
COC(=O)C1=C(C)Nc2ncnn2C1c1ccco1 (stereo not drawn)	-11	2	4	-13	-10	2	-10	1	-5	-2	-4
O=C1c2ccncc2C(=O)N1C1CCCCC1	-4	1	18	5	-3	18	-2	4	7	11	14
Cn1cnc2c1c(=O)n(Cc1ccccc1)c(=O)n2C	4	4	4	0	-19	10	.	-10	-14	5	6
Cc1ccc(OCCNC(=O)c2ccccc2SCC(=O)N2CCCC2)cc1	-8	1	3	8	8	4	-2	-4	-18	-10	6
CCC1CCCCN1CCCNC(=O)CN1C(=O)COc2ccc(S(=O)(=O)N3CCOCC3)cc21 (stereo not drawn)	14	0	14	-4	-5	15	-10	10	6	-14	2
COC(=O)C1=C(C)N(Cc2ccccc2)C(=NCCc2c[nH]c3ccccc23)N[C@H]1c1cccc(F)c1	2	.	-23	7	98*	3	46	24	11	24	102*

Later entries.
structure	TWEAK-Fn14 inh	NR2E3 ag-1	KKLEB tox	TROY signal inh	Shn3 inh set2	HIF-2a block	MITF TRPM1 inh	CF NFkB block	NR2E3 ag-2	TRAIL sens C8	Peg3 promoter
CCNC(=O)CN1C(=O)NC(Cc2ccccc2)(Cc2ccccc2)C1=O	13	-3	-1	8	3	20	-5	14	2	-8	14
O=C(/C=C/c1ccc(S(=O)(=O)NCc2ccco2)cc1)NCc1cccc(Cl)c1	17	5	-12	14	8	11	0	6	-4	-1	25
Cc1noc(C)c1C(=O)Nc1sc(C)c(C)c1C#N	-31	-1	-3	16	15	-6	4	-19	12	-7	6
Cc1cccc(Nc2ncccc2C(=O)O)c1C	-4	1	-16	-16	-9	-40	7	-5	-16	-10	-35
CC(=O)c1cccc(NC(=O)c2cc(S(=O)(=O)N3CCCCC3)ccc2N2CCOCC2)c1	8	.	-8	-2	13	4	.	-16	2	6	22
C[C@H](NC(=O)c1nc[nH]c1C(=O)NCc1ccccc1)C(=O)OCc1ccccc1	24	-3	-1	22	0	14	0	0	-18	-7	16
CCCn1nnc(NC(=O)c2cccc(OCc3ccccc3)c2)n1	8	4	-8	2	2	-18	9	12	-48	9	10
O=C1NC2(CCC3(CC2)OCCO3)NN1c1ccccc1	-7	-1	16	-3	9	8	0	-4	-11	-2	9
N#C/C(=C(/O)COC(=O)COc1ccc(Cl)cc1)c1nc2ccccc2[nH]1	-3	2	3	1	-6	5	-2	-15	-29	-1	71*
COc1cc(OC)cc(-c2cc3ccccc3c(=O)o2)c1	-30	.	-16	-54	-37	-210	-40	-51	-41	30	-143
Cc1cc(C(=O)Nc2cc(S(C)(=O)=O)ccc2Cl)no1	-8	3	-4	-13	-26	-12	2	-2	-6	-10	-2
CC(C)CC(c1nnnn1C(C)C)N1CCN(C(=O)c2ccco2)CC1 (stereo not drawn)	3	-4	8	1	9	2	6	5	-11	8	17
Cc1c(C(=O)NN)sc(-c2ccccc2)c1C#N	3	1	11	13	-15	1	7	-18	0	-11	10
COCCNC(=O)c1ccc2c(c1)S(=O)(=O)c1ccccc1C2=O	-10	1	-2	5	-44	6	-18	-2	-36	-12	2
COC(=O)Cn1c2c(c3cc(C)ccc31)CCCC2NC(C)c1ccccc1 (stereo not drawn)	10	0	8	9	-17	6	2	1	-36	-12	5
O=C(Nc1ccc(Cl)cn1)c1cnn2cccnc12	6	-2	8	-35	-58	-185	-40	-20	-54	5	-179
C1=C(CCNc2ncnc3nc[nH]c23)CCCC1	-9	1	5	-23	23	-178	-48	-9	-7	7	-182
NC(COCc1ccccc1)c1csc(Nc2nncc3ccccc23)n1 (stereo not drawn)	11	.	-38	-19	10	-3	.	19	-4	-7	38
CCN1CCN(Cc2ccc(NC(=O)c3ccc(C)c(NC(=O)C(=O)c4c[nH]c5ccccc45)c3)cc2C(F)(F)F)CC1	-93&-106&-129	3&3	-10&-43&-24	-24&-4&16	?	11&10&6	82*	70*	27&37&9	89*	97*
COCCN(CCOC)C(=S)Nc1cc(S(=O)(=O)N(C)C)ccc1C	11	-2	5	-26	9	7	9	2	-35	-1	1
CCN(C(=O)CN1C(=O)S/C(=C\c2ccccc2OC)C1=O)C1CCS(=O)(=O)C1 (stereo not drawn)	-3	0	-2	4	-1	10	4	-8	-5	9	7
O=Cc1nc(-c2ccc(Cl)cc2)n2ccccc12	-24	4	-5	-1	16	-4	-8	-11	2	15	10
COc1ccc(NC(=S)N2CCC(Cc3ccccc3)CC2)cc1	-1	.	-3	-6	32	-19	8	21	-10	5	-2
Cc1nc2ccc(NC(=O)c3ccc(C)c(S(=O)(=O)N4CCOCC4)c3)cc2s1	7	-1	7	-4	8	-72	-14	12	-56	6	-24
C=CCC[C@@H](CCCCC)OC(=O)/C=C/[C@@H](O)[C@H](O)C[C@@H](O)CC=C	21	.	.	5	.	5	.	.	16	-10	.

Single values from above:
MITF TRPM1 inh with `CCN1CCN(Cc2ccc(NC(=O)c3ccc(C)c(NC(=O)C(=O)c4c[nH]c5ccccc45)c3)cc2C(F)(F)F)CC1` is entered as 82*
Shn3 inh set2 with `O=C1NC2(CCC3(CC2)OCCO3)NN1c1ccccc1` is entered as 9
NR2E3 ag-2 with `C=CCC[C@@H](CCCCC)OC(=O)/C=C/[C@@H](O)[C@H](O)C[C@@H](O)CC=C` is entered as 16

Continued.
structure	TWEAK-Fn14 inh	NR2E3 ag-1	KKLEB tox	TROY signal inh	Shn3 inh set2	HIF-2a block	MITF TRPM1 inh	CF NFkB block	NR2E3 ag-2	TRAIL sens C8	Peg3 promoter
CC(=O)Nc1ccc(-c2ccnc3c2CC(C)(C(=O)Nc2ccc4c(c2)OCO4)O3)cc1 (stereo not drawn)	-69	.	-14	-2	-15	17	.	-12	-9	14	25
CCNc1oc(-c2ccccc2F)nc1S(=O)(=O)c1ccccc1	1	1	5	-6	10	8	2	-3	-15	-11	8
CC12CC(NC(=O)N1CCc1ccccc1)c1ccccc1O2 (stereo not drawn)	6	-2	-3	15	9	13	6	-6	5	-7	11
Cc1noc(C)c1S(=O)(=O)N(C)C[C@H]1Oc2c(NC(=O)Nc3ccc4c(c3)OCO4)cccc2C(=O)N([C@H](C)CO)C[C@@H]1C	2	.	-9	-25	18	-11	-20	1	-12	-4	-12
Clc1cccc(N2CCN(c3ncnc4nc[nH]c34)CC2)c1	-8	0	-25	-17	14	-13	-2	0	-24	-9	-2
O=C(CCn1ccc2ccccc21)Nc1ccc(N2CCOCC2)cc1	-8	4	15	4	4	3	0	8	17	-10	0
Cc1ccc(SCc2nc3ccccc3n2CC(=O)Nc2c(C)cccc2C)cc1	-3	6	-10	-7	12	1	11	-10	-16	-3	23
COC(=O)c1ccccc1N/C=C1\CCc2c(c(C)nn2-c2ccccn2)C1=O	15	3	-1	.	12	-1	3	15	-13	-12	23
COCCN(Cc1nc2ccccc2c(=O)[nH]1)C(=O)COc1ccccc1-c1ccccc1	-28	.	0	20	5	16	12	3	-37	26	35
COc1cc(OC)c(OC)cc1/C=N/Nc1ncnc2c1[nH]c1ccc(C)cc12	-32	-2	-10	-9	3	-22	-8	-6	-11	-5	23
C=CCn1c(SCC(=O)c2c(N)n(C3CC3)c(=O)[nH]c2=O)nnc1-c1ccc(OC)cc1	-4	.	14	-5	7	12	-1	-11	-11	2	-9
CCCOc1ccccc1C1CC(=O)NC(C)=C1C(=O)OCC(C)C (stereo not drawn)	22	-1	5	-14	30	14	13	-7	23	-2	9
COc1ccc(/C=N/NC(=O)c2nonc2C)cc1	30	6	-11	42	-58	-215	-14	-1	-12	-6	-181
CSc1nc2ccc3nc(NC(=O)c4cccs4)sc3c2s1	6	2	-2	-12	-2	-282	-48	4	-25	1	-198

Assay outcomes as filed in PubChem BioAssay.
